# Compound activity (PubChem BioAssay)
# Pf Dd2 growth: Plasmodium falciparum Dd2 growth inhibition | P. falciparum Dd2 growth, SYBR Green, 72 h | Potency, µM (highest dose often 28.9 µM), without a hit: at the highest dose activity, negative = inhibition, actives largely listed as inhibitors | 120,000 tested, 4.3% active; active = well fitted inhibition curve with a large enough effect; inconclusive = small, poorly fitted or top-dose-only effect; inactive = no such curve, though single readings can be large or run the other way;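 also: plate controls were DMSO vehicle for no effect and reference drug for full effect; nearly all actives have a fitted effect of over 65% in size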
#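 Infected erythrocytes (Dd2, 0.3% parasitemia, 2.5% hematocrit final) are added to compound in RPMI-1640/Albumax II medium, grown 72 h at 37C in low oxygen, then lysed with saponin/Triton-X containing SYBR Green and read by fluorescence.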
# Starred values were filed as active, the others as inactive; i = inactive; ? = inconclusive; [ ] = remark or other dose. Potency is read from the fitted curve at half-maximal effect.
SMILES,Pf Dd2 growth
COc1ccc(C2Cn3nnc(C(=O)N4CCN(C(=O)c5sccc5C)CC4)c3CO2)cc1 (stereo not drawn),?
O=C(CCN1C(=O)c2ccccc2Sc2ncccc21)Nc1ccc(F)cc1F,-21%
CN(C)c1ccc(CN[C@H]2C[C@H]3C(=O)NC[C@@H](CCC(=O)N4CCc5ccccc54)N3C2)cc1,i
CC(CO)Nc1ncnc2c1CN(C1CCCNCC1)C(=O)CN2C (stereo not drawn),11%
CCc1ccc(CN(C)C(=O)c2cn(CC3COc4ccccc4O3)nn2)cc1 (stereo not drawn),-10%
CCc1nnc2ccc(N3CCN(C)CC3)nn12,-1%
Cn1ncc2c(C(=O)N3CCN(c4ncccn4)CC3)cc(-c3ccc([S+](C)(=O)[O-])cc3)nc21,?
O=C(CC(c1cccc2c1OCO2)c1c[nH]c2ccccc12)NCc1ccccc1 (stereo not drawn),i
CCOC(=O)c1[nH]c2c(c1Cc1ccccc1OC)C(=O)CC(c1ccc(OCC)cc1)C2 (stereo not drawn),?
CCCN1CCN(CCCNC(=O)Cn2nc(CC)n3c(cc4occc43)c2=O)CC1,45%[activator]
c1ccc(N2CCN(Cc3cc(CC4(NCc5cnc6ccccc6c5)COC4)no3)CC2)cc1,i
O=C(NC1CCCCC1)N[C@H]1CO[C@H]2[C@@H]1OC[C@@H]2n1cc(-c2ccccn2)nn1,-13%[44.1 µM]
Cc1nc(CN2CCN(C(=O)Cn3nnnc3CN3C[C@@H](C)O[C@@H](C)C3)CC2)cs1,5%
COc1ccc(CC(=O)O)cc1S(=O)(=O)N1C[C@H](C(C)C)[C@@H](N)C1,2%
CC(C)c1ncc(-c2cc(C(=O)N(C)C(C)C)c3ccc(F)cc3n2)cn1,-20%
Cc1ccc(S(=O)(=O)N(CC(O)Cn2c3ccccc3c3ccccc32)c2cccc(C(=O)NCCO)c2)cc1 (stereo not drawn),?
COC(=O)c1cccc2nc([C@H]3CCN(Cc4ccccc4)C3)oc12,i
Cc1nc(-c2cn(C3CCCN(C(=O)c4ccccc4F)C3)nn2)no1 (stereo not drawn),-19%
COc1ccc(-c2nc(C3CC(=O)N(c4ccc(F)c(Cl)c4)C3)no2)cc1OC (stereo not drawn),115%[activator]
Cc1nc2cc(-c3ccccc3)nn2c(C)c1CCC(=O)N1CCN(c2ccc(F)cc2)CC1,?
O=C(NCc1ccncc1)C1CCN(C(=O)N2CC3CC(C2)[C@H]2CCCC(=O)N2C3)CC1 (stereo partly drawn),-22%
COc1cccc(CC(=O)N2CC(C(=O)N(C)C)C3(CCOCC3)C2)c1 (stereo not drawn),8%
CCOC(=O)CCNC(=O)N1CCCC(c2nc(-c3cccnc3)no2)CCNC(=O)CC1 (stereo not drawn),-3%
C[C@H](C(=O)N(C)CCC#N)C1CC[C@@]2(C)Cc3sc(NC(=O)c4cccn4C)nc3[C@@H](C)[C@@H]2[C@H]1O (stereo partly drawn),-1%

# A stretch from further up:
SMILES,Pf Dd2 growth
CCOC(=O)c1[nH]c2c(c1Cc1ccccc1OC)C(=O)CC(c1ccc(OCC)cc1)C2 (stereo not drawn),?
CCCN1CCN(CCCNC(=O)Cn2nc(CC)n3c(cc4occc43)c2=O)CC1,45%[activator]
c1ccc(N2CCN(Cc3cc(CC4(NCc5cnc6ccccc6c5)COC4)no3)CC2)cc1,i
O=C(NC1CCCCC1)N[C@H]1CO[C@H]2[C@@H]1OC[C@@H]2n1cc(-c2ccccn2)nn1,-13%[44.1 µM]
Cc1nc(CN2CCN(C(=O)Cn3nnnc3CN3C[C@@H](C)O[C@@H](C)C3)CC2)cs1,5%
COc1ccc(CC(=O)O)cc1S(=O)(=O)N1C[C@H](C(C)C)[C@@H](N)C1,2%
CC(C)c1ncc(-c2cc(C(=O)N(C)C(C)C)c3ccc(F)cc3n2)cn1,-20%
Cc1ccc(S(=O)(=O)N(CC(O)Cn2c3ccccc3c3ccccc32)c2cccc(C(=O)NCCO)c2)cc1 (stereo not drawn),?
COC(=O)c1cccc2nc([C@H]3CCN(Cc4ccccc4)C3)oc12,i
Cc1nc(-c2cn(C3CCCN(C(=O)c4ccccc4F)C3)nn2)no1 (stereo not drawn),-19%
COc1ccc(-c2nc(C3CC(=O)N(c4ccc(F)c(Cl)c4)C3)no2)cc1OC (stereo not drawn),115%[activator]
Cc1nc2cc(-c3ccccc3)nn2c(C)c1CCC(=O)N1CCN(c2ccc(F)cc2)CC1,?
O=C(NCc1ccncc1)C1CCN(C(=O)N2CC3CC(C2)[C@H]2CCCC(=O)N2C3)CC1 (stereo partly drawn),-22%
COc1cccc(CC(=O)N2CC(C(=O)N(C)C)C3(CCOCC3)C2)c1 (stereo not drawn),8%
CCOC(=O)CCNC(=O)N1CCCC(c2nc(-c3cccnc3)no2)CCNC(=O)CC1 (stereo not drawn),-3%

# Later entries:
SMILES,Pf Dd2 growth
COC(=O)c1ccc(C2C(C(=O)Nc3ccccc3)=C(C)Nc3nc4ccccc4n32)cc1 (stereo not drawn),?
Cc1ccc(-c2nnc(Nc3cccc(Cl)c3)c3ccccc23)cc1S(=O)(=O)N1CCOCC1,6%
COc1ccc(C(=O)N2CCN(c3nc4ncccc4o3)CC2)cc1,?
O=C(NCCCn1ccnc1)c1ccc(C2CCCNC2)cc1 (stereo not drawn),12%
Cc1cc(Br)ccc1NC(=O)c1c(C)oc2ncnc(N3CCCCC3)c12,-1%
CCOc1ccc(OCC)c(NC(=O)CCc2nc3cccnc3n2Cc2cccs2)c1,?
O=C(O)CCc1ccc(-c2ccccc2)n1CC(=O)Nc1ccccc1C(F)(F)F,-4%
Cc1cnc(C2CCOCC2)n1C1CCNCC1,0%
Cc1nc2c(c(-c3ccc(Cl)cc3)n1)CCN(C(=O)C1CCCC1)CC2,-18%
CCc1cc(=O)n(CC(=O)Nc2ccc(OC)c(OC)c2)c(-c2ccccc2)n1,i
CNC(=O)[C@@H](Cc1ccccc1)N1CCC[C@H]1C(=O)N1CCN(C)CC1,-18%[44.1 µM]
CCc1ccc(NC(=O)CSc2nc(-c3ccccc3)c(C#N)c(=O)[nH]2)cc1,14%
NC(=O)[C@@H]1CN(C(=O)c2ccccn2)C[C@H]1COc1ccccc1,26%
COCc1cc(=O)n(CC(=O)Nc2ccccc2)c(N2CCOCC2)n1,i
COc1ccc(-c2cc3c(=O)n(CCNC(=O)c4ccc(OC)c(OC)c4)ccn3n2)cc1,?
COc1c(C)cccc1C(=O)Nc1cccc2ccc(C)nc12,7%
CCN(CC)Cc1nc(C2(O)CCN(CCC(C)C)CC2)cs1,16µM*
CN(Cc1ccccc1)C(=O)c1ccc(CSc2nc3cccnc3n2Cc2ccccc2F)cc1,-18%
COc1ccc(C(=O)N2CCC(=O)N(Cc3ccc(F)cc3)C(C(C)C)C2)o1 (stereo not drawn),-28%
CC(C)CCN1CC(C(=O)NCc2ccncc2)C2(CCOCC2)C1 (stereo not drawn),-22%
COc1cccc(CNC(=O)CCc2cc3ccc(C)cc3[nH]c2=O)c1OC,-5%
Cc1ccc2c(CC(=O)Nc3ccc(S(=O)(=O)N4CCCCC4)cc3)coc2c1C,?
COc1ccc(C(=O)N2[C@@H]3CC[C@H]2CC(NC(=O)c2cnc(C)cn2)C3)cc1OC (stereo partly drawn),i
Cc1cnc(CC2CCN(S(=O)(=O)c3ccccc3)C2)n1C(C)C (stereo not drawn),3.2µM*
CCc1cc(C(=O)N2C[C@@H](C(=O)O)[C@H](c3cccc(OC)c3)C2)cs1,15%
COc1cc(=O)n2c(c1C(=O)Nc1cccc3c1CCCC3)CCCC2,-8%
Cc1noc(C)c1CN1C[C@H]2[C@H](C1)[S+](=O)([O-])C(C)(C)C(=O)N2Cc1ccccc1F,27%
Cc1cc(C)c(CNC(=O)c2cc(-c3cccc4[nH]ccc34)cc3ncn(C)c23)c(=O)[nH]1,i
O=C(OCc1ccccc1)N1CCCN(c2cc(C3CC(O)C3)ncn2)CC1 (stereo not drawn),-13%
O=C(C1CC=CCC1)N1CCC(Cc2nncn2-c2ccccc2)CC1 (stereo not drawn),-14%
CCOc1ccc(NC(=O)Cn2nc3c(cc2=O)CC(C)CC3)cc1 (stereo not drawn),2%
CC(NC(=O)c1ccc2c(c1)sc1nc(-c3ccccc3)cn12)C12CC3CC(CC(C3)C1)C2 (stereo not drawn),?
CCNC(=O)C1(c2ccc(NC(=O)C(C)C)cc2)CCCCC1,-13%
O=C(c1ccccc1F)N1CCC(N2CCCC2=O)CC1,32%[activator]
CC1Oc2ccc(NC(=O)c3ccc(F)cc3F)cc2CN(Cc2ccccc2Cl)C1=O (stereo not drawn),i
Cn1c(=O)oc2cc(S(=O)(=O)CCC(=O)N3CCN(c4ccccc4)CC3)ccc21,?

# The last 2 entries of the section above lead into the next:
SMILES,Pf Dd2 growth
CC1Oc2ccc(NC(=O)c3ccc(F)cc3F)cc2CN(Cc2ccccc2Cl)C1=O (stereo not drawn),i
Cn1c(=O)oc2cc(S(=O)(=O)CCC(=O)N3CCN(c4ccccc4)CC3)ccc21,?
O=C(c1ccccc1)n1nc(-c2ccc(Cl)cc2)nc1NCc1ccco1,20%
CCOC(=O)c1ccc(NC(=O)COCc2cc(-c3ccc4c(c3)OCO4)on2)cc1,i
Cc1sc2ncn(CC(=O)N3CCN(c4ccc(F)cc4)CC3)c(=O)c2c1S(=O)(=O)N1CCN(c2ncccn2)CC1,i
COc1ccc(OC)c(CNC(=O)C2CCN(S(=O)(=O)N3CCCCC3)CC2)c1,22%
FC(F)(F)c1ccccc1-c1ncc[nH]1,-9%[44.1 µM]
CCOc1ccccc1NC(=O)N1CCCC(c2nc(-c3cnccn3)no2)CCNC(=O)CC1 (stereo not drawn),-22%
O=C(CNC(=O)c1ccccc1)OCc1cc(=O)n2ccsc2n1,37%[activator]
CCC1(C(=O)NC2CCCCCC2)CCCCC(=O)N1 (stereo not drawn),6%
Cc1ccsc1C(=O)Nc1ccc(-c2nnc3n2CCCC3)cc1,?
COc1cccc(CNC(=O)Cc2c(C)c3c(cc(C)c4c(C)c(C)oc43)oc2=O)c1,8%
Cc1ccc(C(=O)N2CCCC3(C2)Nc2cccnc2NC3=NC2CCCC2)cc1F (stereo not drawn),?
COc1ccc(NC(=O)Nc2cccc(-c3cn4cccnc4n3)c2)cc1,-16%
CCn1c(C(=O)Nc2ccccc2C(=O)OC)cc2sc(Cl)cc21,i
CCC(C(=O)Nc1ccc2c(c1)CN(Cc1ccccc1OC)C(=O)C(C)O2)c1ccccc1 (stereo not drawn),2.5µM*
O=C(NCc1ccc(F)cc1)C1CCN(C(=O)c2ncn3c2COC(c2ccccc2)C3)CC1 (stereo not drawn),i
CCCOCCCNC(=O)c1c(C)noc1-c1ccccc1OC,-17%
O=C(c1cc(F)ccc1Cl)N1CCC(n2cnnc2C2CC2)CC1,-13%
Cn1nc(C2CCCN(C(=O)c3ccncc3)C2)n(Cc2ccccc2)c1=O (stereo not drawn),6%
CCc1ccc(NC(=O)c2cc(S(=O)(=O)NC3CCCCCC3)ccc2F)cc1,7.9µM*
COc1ccc(-c2nc(C)nc3c2CCN(Cc2cncs2)CC3)cc1,i
COc1cccc(N2CCN(C(=O)c3c(C)oc4ncnc(N5CCOCC5)c34)CC2)c1,1%
C=Cc1ccc(Cn2c(C(=O)O)c(CNCc3cc(OC)ccc3OC)c3ccc(C)cc32)cc1,?
COc1ccc(CNC2(Cc3cc(COc4ccccc4)on3)COC2)cc1,-18%[44.1 µM]
CCOc1ccc(CCNC(=O)c2ccc(-n3c(C)cc4c3CCC(C)C4)cc2)cc1OCC (stereo not drawn),8.9µM*
O=C(c1ccc(F)cn1)N1CC(F)(F)C[C@H]1c1nc(C2CC2)no1,-1%
OCCC1CN(Cc2nc3ccccc3s2)CCN1Cc1ccc(F)c(F)c1 (stereo not drawn),-27%
Cc1ccccc1C(=O)Nc1nc2nc(-c3ccccc3)cc(=O)n2[nH]1,25%
O=C(CSc1nnc2ccc3ccccc3n12)Nc1ccccc1Cl,-7%
Cc1cc(OC2CN(Cc3ccc(C(F)(F)F)cc3)C2)ccc1F,i
COCCNC(=O)C[C@@H]1C[C@H]2O[C@H](CNCc3ccccc3C)[C@@H](O)[C@H]2O1,-2%[44.1 µM]
COc1ccc(CNC(=O)c2cc3sccc3n2C)cc1,29%
COc1cccc(-c2nn(C)c3sc(C(=O)N4CCN(c5cccc(C)c5)C(C)C4)cc23)c1 (stereo not drawn),i
C[C@H]1[C@@H]2[C@@H](O)C([C@H](C)C(=O)NCc3ccc(F)cc3)CC[C@@]2(C)CC[C@@H]1NC(=O)C1CCCCC1 (stereo partly drawn),i
CCCn1cc(-c2ccncc2)cc1C(=O)N1CCN(c2ccccc2F)CC1,?
CC1Oc2ccc(NC(=O)c3ccc(F)cc3F)cc2CN(CCc2ccccc2)C1=O (stereo not drawn),i
Cc1ccc(S(=O)(=O)N2C[C@@H](F)C[C@H]2C(=O)N2CCOCC2)c(C)c1,42%[activator]
CCCNC(=O)N[C@@H]1C[C@H](Cn2cc(-c3cccnc3)nn2)[C@@H](O)[C@H]1O,-1%[44.1 µM]
O=C(NC[C@H]1O[C@@H](CO)[C@@H](O)[C@H]1N1CCN(c2ccccc2)CC1)c1ccc(C(F)(F)F)cc1,-11%
O=C(C1CCN(S(=O)(=O)c2cccs2)CC1)N1CCN(c2cccc(Cl)c2)CC1,-15%
O=C1NC2(CN(C(=O)c3ccc(C(F)(F)F)cc3)C2)Oc2ccccc21,-12%
COc1ccc(-c2ccc3ncn(C4CC4)c(=O)c3n2)cn1,?
CCC(=O)NCC12CCCC=C1NC(=O)CC2 (stereo not drawn),38%[activator]
Cc1nc(CN2CCN(c3cc(C4CC(O)C4)ncn3)CC2)cs1 (stereo not drawn),-3%
Cc1noc(-c2cn(C3CCN(C(=O)c4ccccc4)CC3)nn2)n1,7%
CN(C)C(=O)C1CN(C(=O)Nc2ccc(F)c(Cl)c2)CC12CCOCC2 (stereo not drawn),13%
COC(=O)[C@@H](Cc1cccnc1)NC(=O)[C@H]1CN(C(=O)Nc2ccccc2)CCN1S(=O)(=O)c1ccccc1,-15%

# Not all compounds are listed; rates above refer to the full screens.
